HIF-2a block – blocks HIF-2a reporter activity; 786-0 RCC cells HIF-2a reporter, luciferase luminescence, overnight; inhibition, % at 18.8 µM; actives 0.72% (n = 360,000); AID 624352;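 active means inhibition of the luminescence signal of 40% or more relative to plate controls, in a single-dose primary screen at 18.75 µM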
TRPM1 prom inh – inhibitors of MITF-driven TRPM1 promoter in melanoma cells. SK-MEL-5 TRPM1 promoter luciferase, 24 h. actives 0.83% (n = 330,000). inhibition, % at 12.5 µM;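 active means mean inhibition across replicates of 60% or more, whatever share of single replicates reaches that level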; further: values of inactives mirror those of a sister screen read the other way
Peg3 promoter – reduces Peg3 promoter-driven luciferase expression in HeLa. HeLa PEG-Prom luciferase reporter, luminescence, overnight. inhibition, % at 20 µM. actives 1.7% (n = 360,000);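 active means inhibition of at least 50% at 20 µM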
hiPSC survival – enhancers of human iPSC single-cell survival; actives 0.044% (n = 360,000); hiPSC single-cell survival, ATPlite luminescence; 100% = ROCK inhibitor wells, 0% = DMSO; survival enhancement, % at 20 µM; AID 602274; in the data active means survival enhancement above about 18%;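 further: cells exposed to compounds for 16 hours before the ATP read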
CaV13 ICDI inh – Primary screen for inhibitors of IQ motif and Ca2+-dependent inactivation inhibitor domain binding in CACNA1D, Förster resonance energy transfer in living cells, …; inhibition, % at 12.3 µM; HEK cells, CFP/YFP FRET ICDI-IQ, plate reader, 10 min; percent FRET-ratio fall versus neutral wells; actives 0.098% (n = 340,000);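 active means mean replicate inhibition of at least 30% and at least 1% of replicates passing that level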;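 further: 0% = median of the neutral control wells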
PDI turbidity – inhibitors of human protein disulfide isomerase; P07237; PDI insulin aggregation turbidity, A650, 90 min; actives 0.052% (n = 350,000); AID 588391; inhibition, % at 10 µM;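 active means mean inhibition across replicates of 30% or more, whatever share of single replicates reach that level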;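 further: absorbance from insulin aggregation driven by PDI reduction with DTT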
m5-HT2A agonist – activates the mouse 5-HT2A serotonin receptor; CHO-K1 mHTR2A beta-arrestin complementation, luminescence; percent of 30 µM serotonin response; activation, % at 7.6 µM; actives 0.66% (n = 360,000); AID 624169;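 active means activation above a run cutoff, the mean activation of all tested compounds plus 3 SD, cut at about 14% in these data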;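 further: 0% = plate median of compound wells and 100% = 30 µM serotonin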
Target sequence (P35363 whole entry, looked up): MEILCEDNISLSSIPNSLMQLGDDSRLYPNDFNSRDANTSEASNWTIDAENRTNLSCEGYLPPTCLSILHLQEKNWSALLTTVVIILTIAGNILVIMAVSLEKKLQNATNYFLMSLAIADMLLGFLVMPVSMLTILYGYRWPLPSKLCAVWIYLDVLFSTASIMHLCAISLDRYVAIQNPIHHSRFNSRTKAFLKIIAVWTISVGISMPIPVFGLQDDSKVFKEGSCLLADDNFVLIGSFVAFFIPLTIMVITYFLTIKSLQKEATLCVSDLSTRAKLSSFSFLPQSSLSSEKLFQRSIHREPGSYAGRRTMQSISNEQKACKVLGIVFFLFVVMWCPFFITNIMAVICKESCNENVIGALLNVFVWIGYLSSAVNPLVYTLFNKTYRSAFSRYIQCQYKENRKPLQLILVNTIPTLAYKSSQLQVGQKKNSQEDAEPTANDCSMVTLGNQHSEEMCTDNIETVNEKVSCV
Shn3 inh set2 – Schnurri-3 reporter inhibition in Clone20 osteoblasts. Clone20 osteoblast Shn3 3'UTR firefly luciferase, 24 h. inhibition, % at 12.5 µM. actives 0.52% (n = 360,000);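 active means mean inhibition of at least 75% with every replicate also reaching 75%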;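 further: 0% = median of neutral control wells and 100% = pilot-screen positive control compound; some compounds past the cut are filed as inactive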
H9c2 protect – protects H9c2 cardiomyocytes from peroxide injury | H2O2 injury protection, ATPLite, 2 h | protection from H2O2 cell death, % at 20 µM | actives 0.63% (n = 360,000);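 active means compounds giving at least 50% protection of heart cells from peroxide-induced death in the single-dose screen, raw or plate-pattern-corrected value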;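 further: 0% = DMSO wells with peroxide and 100% = DMSO wells without peroxide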
NR2E3 ag-1 – agonists of human NR2E3 nuclear receptor | Q9Y5X4 | CHO-S Gal4-NCOR/VP16-NR2E3 two-hybrid, luciferase | inhibition of corepressor binding, % at 3.98 µM | actives 0.35% (n = 360,000) | AID 602229;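 active means inhibition above the mean of all tested compounds plus 3 SD, cut at about 70% in these data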;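 further: 0% = DMSO with NR2E3 transfected cells and 100% = cells lacking NR2E3 construct; higher means lower luciferase signal from less NR2E3 corepressor binding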
Target sequence (Q9Y5X4 whole entry, looked up, the tested form may be a part): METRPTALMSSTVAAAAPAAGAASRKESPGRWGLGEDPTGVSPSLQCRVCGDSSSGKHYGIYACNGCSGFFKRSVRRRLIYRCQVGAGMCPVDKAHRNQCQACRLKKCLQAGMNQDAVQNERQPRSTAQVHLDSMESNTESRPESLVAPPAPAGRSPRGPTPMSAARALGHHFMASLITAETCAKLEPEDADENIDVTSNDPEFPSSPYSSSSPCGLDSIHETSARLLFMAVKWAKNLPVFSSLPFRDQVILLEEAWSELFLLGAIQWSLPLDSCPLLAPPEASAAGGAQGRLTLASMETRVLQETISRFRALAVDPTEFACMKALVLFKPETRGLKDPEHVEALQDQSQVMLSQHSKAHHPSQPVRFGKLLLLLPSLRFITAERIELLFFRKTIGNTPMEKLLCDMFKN
NR2E3 ag-2 – NR2E3 (human) agonism; Q9Y5X4; GST-NR2E3/biotin-RetCOR TR-FRET, 1536-well; inhibition of corepressor binding, % at 4.78 µM; actives 0.12% (n = 320,000); AID 2300;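 active means percent inhibition above the cutoff of mean plus 3 SD of all tested compounds, set per screening campaign, cut at about 20% in these data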;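 further: 0% = DMSO wells and 100% = biotin wells as full block of FRET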
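Test system – NR2E3–RetCOR corepressor complex · Quantity – NR2E3 fusion 1.35 nM · Buffer or medium – Tris pH 7.5 · Incubation – Compound–protein incubation for 5 h at 4 °C · Technique – TR-FRET, Eu(K)-anti-GST donor, streptavidin-D2 acceptor, ex 340, em 617/671 nm · Evaluation – percent inhibition of 671/617 nm emission ratio versus biotin and DMSO controls · Plate – 1536-well format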
Starred values were filed as active, the others as inactive; / = no result given; & = joins results of further samples.

SMILES	HIF-2a block	TRPM1 prom inh	Peg3 promoter	hiPSC survival	CaV13 ICDI inh	PDI turbidity	m5-HT2A agonist	Shn3 inh set2	H9c2 protect	NR2E3 ag-1	NR2E3 ag-2
COC(=O)c1nn(Cc2ccccc2)c(=O)c2ccccc12	10	11	15	3.5	-6	-6	-2	8	3	-8	1
CC(C)CNC(=O)NC(=O)COC(=O)c1cc(F)cc(F)c1	16	18	5	4.0	-3	13	-1	-23	2	-1	1
CCCC(c1nnnn1CCOC)N1CCN(c2nc3ccccc3s2)CC1 (configuration not stated)	5	10	16	0.1	-4	5	2	-3	5	-10	2
O=C(NC(=S)NC1CCC(O)CC1)c1ccco1 (configuration not stated)	-6	-4	1	1.4	-6	13	7	1	4	4	/
COCCCC/C(=N\OCCN)c1ccc(C(F)(F)F)cc1	-17&-7&-6&-12&-7	-22&-14&-13&-21&-3	-9&2&-7&-10&-1	0.4&-3.4&-0.8&-0.9&-2.1	-5&-4&-4&-2	-3&-9&-2&-5&-2	3&-6&14&-6&-1	-3&-8&-6&0&3	-7&-2&-14&3&1	-6&38&4&20&-10	2&3&6&2
CC1CN(c2oc(COc3ccc(Cl)cc3Cl)nc2C#N)CC(C)O1 (configuration not stated)	-32	-2	21	-0.6	/	0	-3	2	4	2	4
CCOC(=O)C(Cc1ccc(NC(=O)/C(=C\c2ccccc2)NC(=O)c2ccccc2)cc1)N1C(=O)c2ccccc2C1=O (configuration not stated)	15	0	21	-1.6	-4	-1	4	26	8	-13	1
CC(C)N(Cc1ccccc1)C(=O)COC(=O)c1ccc2c(c1)OCCO2	8	-10	-50	3.8	-3	20	-2	-1	2	2	-1
COc1cc(C(=O)N(Cc2ccccc2)c2cccc(C)c2)ccc1OC(F)F	11	1	20	1.8	1	-2	-2	18	-4	-21	0
O=C(COc1ccc(C(=O)NCCN2CCOCC2)cc1)Nc1cccc(C(F)(F)F)c1	0	-7	3	0.9	-6	2	-1	15	1	10	6
O=C(NCCCNC(=O)c1c(Cl)cccc1Cl)c1c(Cl)cccc1Cl	11	-9	14	-0.2	-2	-6	3	-67	3	-14	-5
Cc1ccccc1S(=O)(=O)Cc1ccc(C(=O)NCCCN2CCC(C)CC2)o1	7	4	4	-0.4	-2	2	-1	-25	1	-13	3
Brc1ccc(-c2csc3ncnc(-n4nnc5ccccc54)c23)cc1	26	-2	30	-1.6	-2	-4	2	19	-3	-10	3
COc1ccc(-n2nc(C(=O)NCC(=O)NCC3COc4ccccc4O3)c3ccccc3c2=O)c(OC)c1 (configuration not stated)	17	3	15	-0.2	8	5	-3	2	7	4	-1
CCOCCc1nnc(NC(=O)C(C)Oc2ccccc2)s1 (configuration not stated)	-4	4	4	0.0	-3	-1	-1	5	0	-19	-2
Cc1ccc(-n2c(=O)[nH]cc(C(=O)Nc3ccc4c(c3)OCCO4)c2=O)cc1C	-7	-4	13	-0.2	-8	-8	-3	7	2	1	0
O=C(COC(=O)c1ccc(C(F)(F)F)cc1)NC(=O)NC1CCCC1	2	-2	3	0.5	-5	4	-1	11	1	-52	0
O=C(c1cccnc1)N1CCN(Cc2ccc3ccccc3c2)CC1	16	-1	6	0.0	-4	-4	-1	-11	1	4	-3
CCOc1cc(CNCCN(C)C)c(Cl)cc1OCC(=O)NCCc1ccccc1	6	2	-1	3.6	/	-1	0	6	3	-9	4
O=C(CN1CCN(Cc2ccc(Cl)cc2)C1=O)NCCCN1CCN(c2ccc(F)cc2)CC1	12	16	22	-2.5	-8	-7	-1	32	-10	18	-5
COCCN(CC(=O)Nc1cccc(S(=O)(=O)N2CCCC2)c1)Cc1nc2ccccc2c(=O)[nH]1	4	2	-3	0.6	-6	-1	-6	-1	12	-42	/
Nc1ccccc1SCC(=O)Nc1ccc2c(c1)OCO2	-121	-30	-108	0.1	-6	-6	-1	-40	-7	-39	0
Cc1nnc(NCc2ccco2)s1	6	-2	3	0.6	-5	-1	3	11	-1	0	-1
COc1cc(-c2nc3ccccc3nc2-c2ccc(O)c(OC)c2)ccc1O	13	12	33	-0.1	-5	1	-4	23	10	-18	4
Cc1ccc(C(=O)CSc2ncnc3sc4c(c23)CCC(C)C4)cc1 (configuration not stated)	9	-24	16	-1.2	-4	-6	-3	-25	-24	-22	/

Ordered by formula weight (low to high): some entries from above.
SMILES	HIF-2a block	TRPM1 prom inh	Peg3 promoter	hiPSC survival	CaV13 ICDI inh	PDI turbidity	m5-HT2A agonist	Shn3 inh set2	H9c2 protect	NR2E3 ag-1	NR2E3 ag-2
Cc1nnc(NCc2ccco2)s1	6	-2	3	0.6	-5	-1	3	11	-1	0	-1
O=C(NC(=S)NC1CCC(O)CC1)c1ccco1 (configuration not stated)	-6	-4	1	1.4	-6	13	7	1	4	4	/
CC(C)CNC(=O)NC(=O)COC(=O)c1cc(F)cc(F)c1	16	18	5	4.0	-3	13	-1	-23	2	-1	1
COCCCC/C(=N\OCCN)c1ccc(C(F)(F)F)cc1	-17&-7&-6&-12&-7	-22&-14&-13&-21&-3	-9&2&-7&-10&-1	0.4&-3.4&-0.8&-0.9&-2.1	-5&-4&-4&-2	-3&-9&-2&-5&-2	3&-6&14&-6&-1	-3&-8&-6&0&3	-7&-2&-14&3&1	-6&38&4&20&-10	2&3&6&2
CCOCCc1nnc(NC(=O)C(C)Oc2ccccc2)s1 (configuration not stated)	-4	4	4	0.0	-3	-1	-1	5	0	-19	-2
O=C(COC(=O)c1ccc(C(F)(F)F)cc1)NC(=O)NC1CCCC1	2	-2	3	0.5	-5	4	-1	11	1	-52	0
CC1CN(c2oc(COc3ccc(Cl)cc3Cl)nc2C#N)CC(C)O1 (configuration not stated)	-32	-2	21	-0.6	/	0	-3	2	4	2	4
Cc1ccc(-n2c(=O)[nH]cc(C(=O)Nc3ccc4c(c3)OCCO4)c2=O)cc1C	-7	-4	13	-0.2	-8	-8	-3	7	2	1	0
COc1cc(C(=O)N(Cc2ccccc2)c2cccc(C)c2)ccc1OC(F)F	11	1	20	1.8	1	-2	-2	18	-4	-21	0
CCCC(c1nnnn1CCOC)N1CCN(c2nc3ccccc3s2)CC1 (configuration not stated)	5	10	16	0.1	-4	5	2	-3	5	-10	2
O=C(CN1CCN(Cc2ccc(Cl)cc2)C1=O)NCCCN1CCN(c2ccc(F)cc2)CC1	12	16	22	-2.5	-8	-7	-1	32	-10	18	-5
COCCN(CC(=O)Nc1cccc(S(=O)(=O)N2CCCC2)c1)Cc1nc2ccccc2c(=O)[nH]1	4	2	-3	0.6	-6	-1	-6	-1	12	-42	/
COc1ccc(-n2nc(C(=O)NCC(=O)NCC3COc4ccccc4O3)c3ccccc3c2=O)c(OC)c1 (configuration not stated)	17	3	15	-0.2	8	5	-3	2	7	4	-1

(continued)
SMILES	HIF-2a block	TRPM1 prom inh	Peg3 promoter	hiPSC survival	CaV13 ICDI inh	PDI turbidity	m5-HT2A agonist	Shn3 inh set2	H9c2 protect	NR2E3 ag-1	NR2E3 ag-2
CC(Cc1ccccc1)C(=O)Nc1ccc(Br)cc1 (configuration not stated)	-184	-64	-140	0.2	-4	5	-6	-69	-4	6	3
Cc1cnc(CNC(=O)c2csc([C@H]3C[C@H](O)[C@@H](CO)O3)n2)cn1	3	/	-11	-0.8	-6	16	6	2	7	12	/
O=C1c2ccc(-c3nc4ccccc4o3)cc2C(=O)N1Cc1ccccc1	22	10	21	-1.1	-5	1	1	-6	6	13	/
Cc1ccc(OCc2ccc(C(=O)Nc3ccc(S(N)(=O)=O)cc3)o2)cc1	-13	-12	-3	-0.3	-5	3	-3	36	-17	-112	-1
COC(=O)c1oc2ccc(Br)cc2c1-n1cccc1	20	7	10	7.7	/	-6	9	16	-6	8	0
C#CCn1c2ccccc2c(=O)n1C(C)C	4	/	5	-3.0	-10	/	1	1	3	3	/
CC(C)c1cccc(C(C)C)c1NC(=O)COC(=O)[C@H](C)NC(N)=O	20	9	6	-0.4	-4	12	-1	9	0	-11	0
CC1CCN(c2ccc(C(=O)NCc3cccs3)cn2)CC1	-255	-79	-156	0.2	-8	2	-5	-23	-5	-42	2
Cc1ccc(P(=Nc2ccccc2)(N2CCOCC2)N2CCOCC2)o1	-73	-41	-30	-3.0	-9	3	6	-25	2	-33	-2
O=C(Nc1ccnn1C1CCN(Cc2ccc(Cl)cc2)CC1)C1CCCC1	14	8	19	-0.6	-6	2	-10	14	-2	-3	2
Cc1cccc(NC(=O)NNS(=O)(=O)c2ccc(F)cc2)c1	17	0	22	-1.6	-4	-6	2	-14	2	31	-2
O=C(CN(C(=O)CCC(=O)Nc1nccs1)c1ccccc1F)NCC1CCCO1 (configuration not stated)	9	-6	-2	-3.2	-5	15	2	-5	4	-7	-1
CC1COC(=O)C(NNc2ccc(Cl)c(Cl)c2)=N1 (configuration not stated)	-1	1	18	-0.8	6	1	4	-11	-6	-38	6
CCN1C[C@@H]2[C@@H]3C(=O)N(Cc4ccccc4)C(=O)[C@@H]3[C@](Cc3ccccc3)(C1=O)N2C(=O)c1ccc(C)cc1	2	-9	-4	0.8	-11	-4	4	-13	2	5	/
O=C(Nc1cc(Cl)ccc1Cl)C1CCCO1 (configuration not stated)	9	-8	15	-0.8	-3	1	-6	4	-7	6	3
Fc1ccc(N/N=C2/CC(c3ccccc3)Oc3ccccc32)c(F)c1 (configuration not stated)	-103	13	-58	-2.0	-6	3	-3	-28	-5	-30	2
CCOC(=O)Cn1c(=O)oc2cc(S(=O)(=O)Nc3ccc(F)cc3)ccc21	3	-2	6	0.4	-7	-12	4	-3	-2	5	1
Cc1cccnc1NC(=O)c1ccc(COc2ccccc2)o1	-19	7	-17	-0.4	-3	5	-4	1	-2	-18	4
COc1ccc(OC)c2[nH]c(=O)c(CCNC(=O)c3ccc(S(=O)(=O)N4CCCC4)cc3)cc12	20	4	23	-4.7	-2	-6	2	-4	12	4	0
Cc1ccccc1NC(=O)Cc1nnc(SCC(=O)N2CCN(c3ccccc3)CC2)n1C	15	1	10	6.2	-5	22	1	-20	-2	-9	0
CCc1ccccc1C1C(=O)c2ccccc2C1=O	6	-9	3	0.2	-4	-1	-2	0	-5	29	-3
Cc1ccc2cccc(Oc3ncnc4scc(-c5ccc(Cl)cc5)c34)c2n1	26	4	26	-2.1	-4	3	-7	11	-3	7	-1
O=C(CN1C(=O)C2C3C=CC(C3)C2C1=O)Nc1cccc(S(=O)(=O)N2CCCC2)c1 (configuration not stated)	10	6	7	-0.1	-19	29	4	-9	-10	-9	1
O=S(=O)(Nc1cc(Cl)cc(Cl)c1)N1CCOCC1	24	2	-1	-0.1	-6	4	6	12	3	-45	1
